Screening results from PubChem BioAssay.
CSN inh: blocks human CSN-mediated cullin deneddylation. Q92905. Purified CSN, SCF-Nedd8-OG deneddylation, fluorescence polarization. inhibition, % at 12.5 µM. 360,000 tested, 0.38% active. AID 651999;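 active means pattern-corrected inhibition above about 35%, with an unprinted fluorescence ratio check between 0.5 and 1.5, limit read from the data, passing the limit was not always enough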;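 further: 0% = enzyme with substrate and 100% = substrate without enzyme; some results filed as inactive read as strong as hits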
Target sequence (Q92905 whole entry, looked up, one chain of several): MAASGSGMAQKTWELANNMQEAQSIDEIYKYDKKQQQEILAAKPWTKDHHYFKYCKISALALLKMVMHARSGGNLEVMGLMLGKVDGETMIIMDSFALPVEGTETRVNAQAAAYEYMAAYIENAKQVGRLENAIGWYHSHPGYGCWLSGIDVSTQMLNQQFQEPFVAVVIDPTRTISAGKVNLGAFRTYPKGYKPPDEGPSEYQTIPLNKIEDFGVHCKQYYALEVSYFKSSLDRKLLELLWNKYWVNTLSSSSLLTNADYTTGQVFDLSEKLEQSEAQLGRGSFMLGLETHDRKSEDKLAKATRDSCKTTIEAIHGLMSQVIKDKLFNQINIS
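Detection – fluorescence polarization · System – HEK293T-derived human Csn5 enzyme · Controls – substrate-only high control, full reaction low control · Timing – 90 min, room temperature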
FAS-TE inh: inhibitors of human fatty acid synthase thioesterase domain. AID 602261. 360,000 tested, 0.67% active. recombinant FAS-TE, OMFH fluorogenic substrate, fluorescence endpoint. inhibition, % at 15 µM;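 active means compounds whose normalised, plate-corrected inhibition of enzyme fluorescence in the single-dose primary screen is 50% or more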;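 further: 0% = DMSO with enzyme and 100% = substrate without enzyme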
Tb MetRS inh: blocks T. brucei methionyl-tRNA synthetase activity; purified T. brucei MetRS, ATP depletion, Kinase-Glo luminescence; inhibition, % at 11.9 µM; 360,000 tested, 0.4% active; AID 624268;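 active means inhibition above a per-plate cutoff of the control wells' mean inhibition plus 3 SD, cut at about 5.5% in these data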;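 further: 0% = DMSO wells median and 100% = median of wells with control inhibitor compound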
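Assay system: T. brucei methionyl-tRNA synthetase, purified | Medium: HEPES buffer with MgCl2, KCl, DTT, spermine, BSA, pyrophosphatase | Compound: 11.9 µM single point | Incubation: 15 min enzyme-compound preincubation, 2 h reaction, 10 min detection, 25 °C | Measured by: Kinase-Glo luciferase luminescence reporting remaining unconsumed ATP | Measure: % inhibition normalized to control-well medians | Replication: Singlicate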
eLon inh: inhibitors of E. coli Lon protease. P0A9M0. purified E. coli Lon protease, fluorescence polarization. inhibition, % at 7.94 µM. 360,000 tested, 0.42% active. AID 602123; in the data active means inhibition above about 13%, passing the limit was not always enough;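 further: 0% = enzyme with probe and DMSO and 100% = no enzyme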
Target sequence (P0A9M0 whole entry, looked up): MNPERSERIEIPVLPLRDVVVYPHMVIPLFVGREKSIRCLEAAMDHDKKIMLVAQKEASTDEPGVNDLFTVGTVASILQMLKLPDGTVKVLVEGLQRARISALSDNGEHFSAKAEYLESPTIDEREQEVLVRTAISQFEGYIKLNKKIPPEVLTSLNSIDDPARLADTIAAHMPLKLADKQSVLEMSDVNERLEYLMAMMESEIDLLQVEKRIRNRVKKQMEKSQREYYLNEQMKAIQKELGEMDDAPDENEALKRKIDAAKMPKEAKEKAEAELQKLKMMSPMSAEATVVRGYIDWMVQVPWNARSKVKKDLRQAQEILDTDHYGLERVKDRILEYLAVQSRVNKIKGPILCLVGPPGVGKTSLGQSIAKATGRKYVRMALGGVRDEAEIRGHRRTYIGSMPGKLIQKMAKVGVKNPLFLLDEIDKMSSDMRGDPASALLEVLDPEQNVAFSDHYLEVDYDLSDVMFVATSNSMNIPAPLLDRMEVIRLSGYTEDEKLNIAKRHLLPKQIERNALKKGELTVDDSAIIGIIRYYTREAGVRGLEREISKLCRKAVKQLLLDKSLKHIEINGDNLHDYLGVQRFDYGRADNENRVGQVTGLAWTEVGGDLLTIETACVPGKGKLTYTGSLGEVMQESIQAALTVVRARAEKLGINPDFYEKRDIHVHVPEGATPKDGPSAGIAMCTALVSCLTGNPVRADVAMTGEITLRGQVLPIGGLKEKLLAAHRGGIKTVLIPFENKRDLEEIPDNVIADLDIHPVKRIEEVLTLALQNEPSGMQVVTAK
PABP1 MLLE inh: blocks PAM2 peptide binding to the PABP1 MLLE domain; GST-MLLE / FITC-PAM2 fluorescence polarization; P11940; AID 588489; 360,000 tested, 0.36% active; inhibition, % at 20 µM; in the data active means inhibition above about 35%, passing the limit was not always enough;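 further: plate controls were DMSO wells with GST-MLLE for no effect and wells lacking GST-MLLE protein for full effect; some results filed as inactive read as strong as hits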
Rin1-Abl PPI inh: blocks binding of human Rin1 to Abl. P00519+Q13671. TR-FRET Rin1/Abl binding, biochemical. inhibition, % at 7.35 µM. 360,000 tested, 0.4% active. AID 588664; in the data active means inhibition above about 5%, passing the limit was not always enough
bovine MsrA act: bovine methionine sulfoxide reductase A activation | purified bovine MsrA, absorbance read-out | activation, % at 10.6 µM | 360,000 tested, 0.3% active; in the data active means activation above about 7.5%;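 further: 0% = vehicle and 100% = reference activator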
MsrA inhibitor: inhibitors of bovine MsrA. purified bovine MsrA, absorbance read-out. inhibition, % at 15.5 µM. 360,000 tested, 0.75% active. AID 651718; in the data active means inhibition above about 4.5%;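 further: 0% = vehicle wells with enzyme and 100% = reference inhibitor wells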
Neddyl block: blocks human cullin neddylation | TR-FRET cullin neddylation, biochemical | calls only at 25 µM | 360,000 tested, 0.58% active | AID 651699; in the data active means inhibition above about 36%
Starred values were filed as active, the others as inactive; i = inactive; / = not tested or not shown.

SMILES | CSN inh | FAS-TE inh | Tb MetRS inh | eLon inh | PABP1 MLLE inh | Rin1-Abl PPI inh | bovine MsrA act | MsrA inhibitor | Neddyl block
O=C(O)c1ccccc1OCc1ccccc1Br | 8 | -3 | 0.0 | -7 | 12 | 2 | -1 | -0.7 | i
COC(=O)c1ccc([C@H](NC(=O)c2ccco2)[C@]2(C)C[C@H]2C2CCCCC2)cc1 | 1 | 21 | 0.2 | -9 | -5 | 0 | -3 | -0.6 | i
COc1ccc(-n2c(CN3CCN(C)CC3)nc3ccc([N+](=O)[O-])cc3c2=O)c(OC)c1 | -1 | -4 | 0.0 | -1 | -1 | 3 | -6 | 2.2 | i
COc1ccc(CSCC(=O)N/N=C/c2ccc(OCC(=O)N3CCCCC3)cc2)cc1 | 6 | 0 | -0.2 | 0 | -115 | 2 | 0 | 1.3 | i
O=C(Nc1ccncc1)Nc1ccncc1 | -8 | -6 | -0.3 | 6 | 5 | -6 | -1 | -1.2 | i
NC(=O)CSc1nnc(-c2ccc([N+](=O)[O-])cc2)o1 | -5 | 8 | 1.6 | -4 | -67 | 2 | 0 | 1.5 | i
CCOc1ccc(S(=O)(=O)N2CCC(C(=O)NCc3ccccn3)CC2)cc1Cl | -4 | -5 | 0.0 | -10 | -12 | 0 | -2 | -1.0 | i
CCCCN(C)CCNC(=O)CN1C(=O)CSc2ccc(S(=O)(=O)N3CCOCC3)cc21 | -3 | -2 | 0.6 | -2 | 3 | -2 | -2 | -0.2 | i
CCOC(=O)CSc1nc2cc(S(=O)(=O)N3CCOCC3)ccc2n1CC | 0 | -4 | -0.4 | 4 | 20 | -3 | -2 | -0.3 | i
C/C(=N\N=C1\NC(=O)C(CC(=O)Nc2ccc(Cl)cc2)S1)c1ccco1 (stereo not drawn) | -3 | 0 | 0.3 | -6 | 10 | 3 | -5 | 4.8* | i
CCOC(=O)C1C(C(=O)OC)=C(c2ccc(OC)cc2)c2ccccc2N1S(=O)(=O)C(F)(F)F (stereo not drawn) | 0 | 14 | -1.0 | -2 | 5 | -4 | -3 | -0.1 | i
COc1ccc(NS(=O)(=O)c2cc(NC(=O)c3ccc(=O)[nH]c3)ccc2N2CCOCC2)cc1 | 1 | 0 | -0.9 | -3 | -3 | 4 | -6 | -0.5 | i
COC(=O)[C@@H](NCc1cccc(CN[C@H](C(=O)OC)c2ccccc2)c1)c1ccccc1 | 1 | 8 | -0.1 | -16 | -5 | 1 | 0 | 0.8 | i
Cc1ccc(S(=O)(=O)C2(C(=O)N3CCN(c4cc(C)ccc4C)CC3)CC2)cc1 | 4 | 9 | -0.2 | 3 | -2 | 1 | -3 | 1.8 | i
N[C@@H](Cc1ccccc1)c1nnc(SCc2ccccc2F)o1 | -3 | -4 | -0.5 | 1 | -54 | 4 | -3 | -0.3 | i
O=C(NC1CCCC1)C(c1ccncc1)N(C(=O)c1csnn1)c1cccc(F)c1 (stereo not drawn) | 34 | -6 | 0.3 | 12 | 1 | 2 | 1 | -0.6 | i
Cc1c(C(=O)N2CCN(c3ccccc3)CC2)sc2ncnc(N3CCN(c4ccccn4)CC3)c12 | 4 | 18 | -0.3 | -1 | 1 | 2 | -2 | -0.4 | i
Cc1ccccc1N1CCN(C(=S)c2ccc(-c3ccc([N+](=O)[O-])cc3)o2)CC1 | 1 | 31 | 0.1 | -4 | 17 | 2 | -6 | 2.4 | i
COc1ccc(/C=C/C(=O)NC(=S)Nc2ccc(S(=O)(=O)Nc3ccc(OC)nn3)cc2)cc1 | 0 | -7 | 0.2 | 4 | 35 | -4 | -6 | 4.1 | i
CCOc1ccccc1NC(=O)COC(=O)C(Cc1ccccc1)NC(=O)c1ccco1 (stereo not drawn) | -8 | -4 | -0.3 | 3 | 2 | 1 | -2 | -0.4 | i
O=S(=O)(Nc1ccon1)c1ccc(Br)s1 | 2 | -8 | -0.2 | -14 | -54 | -6 | -6 | -0.1 | i
Cc1cc(C(=O)N/N=C/c2c[nH]c3ccccc23)c(C)o1 | 0 | -2 | -0.6 | -11 | -2 | 0 | 3 | 1.8 | i
COc1cc(C#N)ccc1OCC(=O)NCc1cccs1 | -2 | -3 | 0.1 | -9 | 9 | 1 | -3 | 0.9 | i
CN(CCOCCOc1ccc(Cl)cc1Br)Cc1ccccc1 | -1 | 8 | 3.3 | 10 | 9 | -6 | 0 | -1.2 | i
Cn1cncc1COC(=O)c1ccc(Cl)cc1 | 4 | -4 | -0.9 | 4 | -8 | -3 | -10 | 0.6 | i

Brought forward from above: four compounds; new compounds follow.
SMILES | CSN inh | FAS-TE inh | Tb MetRS inh | eLon inh | PABP1 MLLE inh | Rin1-Abl PPI inh | bovine MsrA act | MsrA inhibitor | Neddyl block
Cc1cc(C(=O)N/N=C/c2c[nH]c3ccccc23)c(C)o1 | 0 | -2 | -0.6 | -11 | -2 | 0 | 3 | 1.8 | i
COc1cc(C#N)ccc1OCC(=O)NCc1cccs1 | -2 | -3 | 0.1 | -9 | 9 | 1 | -3 | 0.9 | i
CN(CCOCCOc1ccc(Cl)cc1Br)Cc1ccccc1 | -1 | 8 | 3.3 | 10 | 9 | -6 | 0 | -1.2 | i
Cn1cncc1COC(=O)c1ccc(Cl)cc1 | 4 | -4 | -0.9 | 4 | -8 | -3 | -10 | 0.6 | i
CCCCN1C(=O)C(O)(CC(=O)c2c(C)n[nH]c2C)c2cc(Br)ccc21 (stereo not drawn) | -4 | 7 | -0.8 | -3 | -4 | -1 | -6 | 0.2 | i
CC(C)(C)NC(=O)C1N(c2cccnc2)C(=O)C2C(C(=O)Nc3ccccc3)C3(C)C=CC21O3 (stereo not drawn) | 1 | -9 | -1.2 | -2 | -5 | 1 | -9 | -0.1 | i
C=CCSc1nnnn1-c1ccc(OC)cc1 | -2 | -4 | -0.5 | -9 | -6 | 2 | -4 | -0.3 | i
CCCc1nnc(NC(=O)CCC(=O)NC2CCCC2)s1 | -4 | -3 | -0.3 | 5 | 0 | -2 | -2 | -0.4 | i
Cc1ccc(N2CCN(C(=O)C(=O)c3ccc4c(c3)OCO4)CC2)cc1 | -3 | / | -1.1 | / | / | / | / | 1.8 | i
CNc1cncc(-c2cccnc2)n1 | 1 | -8 | 0.0 | 7 | 12 | 3 | -7 | 2.7 | /
CCNc1nc(N)nc(Oc2ccc(OCC)nn2)n1 | -6 | -6 | -0.9 | -12 | 0 | 5 | -1 | 0.2 | i
CCOC(=O)c1c(NC(=O)C2CCCN2S(=O)(=O)c2cccc3nsnc23)sc(C)c1C (stereo not drawn) | -1 | 30 | -0.7 | -2 | 0 | -1 | -4 | 0.4 | i
CCCC1(C(=O)O)NC(c2ccccc2O)C2C(=O)N(c3cccc(Cl)c3)C(=O)C21 (stereo not drawn) | -2 | -4 | -0.7 | -3 | -1 | 1 | -3 | 0.4 | i
CC1(C)CC(=O)C(C=NCCN2CCN(C(=O)c3ccccc3)CC2)=C(O)C1 | -3 | -1 | 0.0 | -4 | -8 | -2 | -3 | -0.2 | i
COc1ccc(NC(=O)CSc2nnc(-c3cccnc3)n2C)cc1 | -2 | -2 | 0.1 | -7 | 13 | -6 | -1 | 0.0 | i
CC(=O)c1cccc(NC(=O)N2CCCC2C(=O)NC2CCCC2)c1 (stereo not drawn) | 1 | -2 | -0.3 | -7 | -6 | 1 | -2 | -1.9 | i
CC(C)C(=O)Nc1cccc(COc2ccc(CN(CCc3ccccc3)C(=O)OC(C)(C)C)cc2)c1 | 5 | 18 | 0.1 | -7 | -3 | 0 | -4 | -0.7 | i
CCCS(=O)(=O)n1nc(-c2ccccc2)cc1N | -1 | -10 | -0.4 | -4 | 11 | 0 | -6 | 0.3 | i
O=C(Nc1cccc(NC(=O)C2CC2)n1)C1CC1 | -8 | -9 | -0.5 | 12 | 12 | -2 | -2 | 0.0 | i
CC1CN(S(=O)(=O)c2cccc(C(=O)NCCc3ccc(S(N)(=O)=O)cc3)c2)CC(C)O1 (stereo not drawn) | -2 | -4 | 0.0 | -10 | -2 | 0 | -3 | -0.7 | i
C[C@@H]1CN([C@H](C)CO)C(=O)CCCn2nncc2CO[C@H]1CN(C)C(=O)Nc1cccc(Oc2ccccn2)c1 | 7 | -7 | -2.2 | -7 | -1 | -3 | -11 | 0.3 | i
Cc1ccnc(N2CCCC(C(=O)Nc3ccc(C)c(C)c3)C2)n1 (stereo not drawn) | 1 | 1 | -0.7 | 6 | 13 | 3 | -3 | 0.8 | i
COC(=O)COc1ccc(Oc2nc(SC)nc(N(C)C)n2)nn1 | 6 | -4 | 0.4 | -2 | 2 | 2 | -1 | -0.3 | i
N#Cc1nc(-c2ccc(F)cc2)oc1N1CCCCC1 | 1 | 8 | -1.2 | 4 | -3 | 5 | 0 | 1.8 | /
CCN(CC)c1nc(N(CC)CC)[nH]c(=O)n1 | 0 | -8 | -0.6 | -4 | -4 | 0 | -12 | -0.3 | i
COC(=O)Nc1ccc(S(=O)(=O)N(CCO)CC(F)(F)C(F)F)cc1 | 1 | 2 | -0.8 | 1 | 17 | -2 | -1 | -0.4 | i
COP(=O)(OC)c1nc(-c2ccccc2)oc1N1CCOCC1 | 5 | -14 | 0.3 | 4 | 7 | -1 | -4 | -0.2 | /
CCCN1CCN(C(=O)CCCNC(=O)c2ccc(Cl)cc2)CC1 | -3 | -3 | -1.1 | 10 | -11 | 1 | -3 | -0.5 | i
CCCCN=C1NC(=O)C(CC(=O)Nc2ccc(Cl)cc2)S1 (stereo not drawn) | 5 | -4 | 1.4 | 0 | 9 | 1 | -3 | 0.4 | i
(listing goes on)
SMILES | CSN inh | FAS-TE inh | Tb MetRS inh | eLon inh | PABP1 MLLE inh | Rin1-Abl PPI inh | bovine MsrA act | MsrA inhibitor | Neddyl block
Cc1ccc(S(=O)(=O)N2C[C@H]3[C@H]4C(=O)N(c5ccccc5)C(=O)[C@H]4C[C@H](OC(=O)NCc4ccccc4F)[C@@]3(O)C2)cc1 | 1 | 3 | -0.4 | -4 | 13 | -1 | 2 | -0.3 | i
Cc1cccc(C)c1NC(=O)CCCSc1nnc(N)s1 | -8 | -10 | -0.6 | 9 | 9 | -1 | -2 | 2.0 | i
CC(=O)NCCCNS(=O)(=O)c1ccc(C)cc1 | 3 | -6 | -0.8 | -4 | 7 | 2 | -5 | 0.1 | i
Cc1ccc(CNC(=O)c2ccccc2CCc2ccccc2)cc1 | 4 | 18 | -0.6 | 3 | 2 | -2 | -1 | 1.4 | i
CC(=O)c1cccc(N/C=C\c2nnnn2-c2ccc(F)cc2)c1 | -5 | 0 | -0.4 | -14 | 8 | 2 | -3 | 3.6 | i
O=C(NC1CCS(=O)(=O)C1)/C(=C/c1ccc(Cl)cc1)NC(=O)c1ccccc1 (stereo not drawn) | 4 | -5 | -0.6 | -8 | 2 | -1 | -8 | -0.7 | i
Cc1ccc(OCCCCn2ccnc2C)c(C)c1 | -8 | -3 | 0.5 | -1 | -2 | -2 | 5 | 1.8 | i
CN(C)CCC(=O)N1c2ccccc2Sc2ccc(Cl)cc21 | 5 | -10 | -1.4 | -7 | -5 | 1 | -4 | -0.3 | i
Cc1cccc(C(=O)N2CCCC(CCC(=O)N3CCN(c4ccccn4)CC3)C2)c1 (stereo not drawn) | 0 | -3 | -0.1 | 0 | 1 | 8.8* | -3 | 0.3 | i
COc1cccc(-n2c(SCC(=O)O)nnc2-c2cccnc2)c1 | 0 | -5 | -0.2 | 3 | -4 | 1 | 0 | 0.3 | i
O=C(Nc1ccc([N+](=O)[O-])cc1)Nc1nc(-c2ccc(Cl)s2)cs1 | -10 | -4 | 0.1 | -2 | -5 | 0 | -4 | 0.8 | i
